Compound activity from PubChem.
ROS inducer: ROS inducers in U2OS cancer cells, primary screen, cell-based, H2DCF-DA fluorescence; U2OS ROS induction; ROS induction (% of piperlongumine), % at 10 µM; 46,000 tested, 2% active; AID 624156, 2012; in the data active = ROS induction above about 79%, passing the limit was not always enough;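 note: 0% = DMSO vehicle median and 100% = reference compound median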
* marks the source's active call; other numbers are inactive results.

SMILES	ROS inducer
C[C@H](CO)N1C[C@H](C)[C@@H](CN(C)C(=O)Nc2ccc(C(F)(F)F)cc2)Oc2c(NC(=O)c3nc4ccccc4s3)cccc2C1=O	18.9
COC(=O)c1ccc(-c2ccco2)n1Cc1ccccc1	-5.8
O=C(CCCCCC(=O)Nc1ccccc1O)N/N=C/c1ccc2c(c1)OCCO2	0.9
C[C@@H]1CN([C@@H](C)CO)C(=O)c2cc(NS(=O)(=O)c3ccccc3)ccc2O[C@@H]1CN(C)S(=O)(=O)c1ccc(F)cc1	25.9
Cc1noc(-c2ccc3c(c2)OCO3)c1I	-13.3
NC(=O)c1ccccc1NC(=O)CC(c1ccccc1)c1ccccc1	-0.7
CC1CCCN(C2CCN(Cc3ccccc3Cl)CC2)C1 (stereo unspecified)	-16.6
Cc1ccc(S(=O)(=O)Nc2ccc3c(c2)C(=O)N([C@H](C)CO)C[C@H](C)[C@H](CN(C)C(=O)Nc2ccc4c(c2)OCO4)O3)cc1	6.3
Cc1ccccc1NC(=O)c1ccc(C)c(S(=O)(=O)Nc2cccc(C(=O)O)c2)c1	7.9
COc1ccc(-c2nnc(SCC(=O)O)n2-c2ccccc2)cc1OC	-12.1
Cc1ccc(NC(=O)CN(C)S(=O)(=O)c2ccccc2)c(C)c1	3.8
Cc1cc2nn(-c3ccc(Cl)cc3)nc2cc1NC(=O)COc1ccc([N+](=O)[O-])cc1	-18.3
CNC[C@H]1Oc2ccc(NS(=O)(=O)c3ccccc3)cc2CC(=O)N([C@H](C)CO)C[C@H]1C	4.5
C[C@@H]1CN([C@@H](C)CO)C(=O)c2cccc(NS(=O)(=O)c3ccc(Cl)cc3)c2O[C@H]1CN(C)S(=O)(=O)c1ccc(Cl)cc1	-5.1
C[C@H]1CN([C@@H](C)CO)C(=O)c2cc(NS(=O)(=O)c3cn(C)cn3)ccc2O[C@@H]1CN(C)Cc1ccc(C(=O)O)cc1	-0.9
O=[N+]([O-])c1ccc(S(=O)(=O)N2CCN(C(=S)NCc3ccco3)CC2)cc1	-0.1
CC(C)NC(=O)N(C)C[C@@H]1Oc2ccc(NC(=O)CCCCCC(=O)Nc3ccccc3N)cc2C(=O)N([C@@H](C)CO)C[C@H]1C	-0.7
Cc1nn(C(C)C(=O)Nc2ccccc2C(F)(F)F)c(C)c1[N+](=O)[O-] (stereo unspecified)	11.5
C[C@H]1CN([C@@H](C)CO)C(=O)c2cc(NC(=O)CCN3CCOCC3)ccc2O[C@H]1CN(C)Cc1ccc(C(F)(F)F)cc1	1.8
C=CCn1c(SC)nnc1-c1ccc(OC)c(OC)c1	-16.0
Cc1cc(Oc2ccc(=O)n(C)n2)nc(SCC(N)=O)n1	-12.8
CC(C)S(=O)(=O)c1csc(C(=O)NN)c1Cl	-10.5
C[C@@H]1CN([C@H](C)CO)C(=O)c2cc(N(C)C)ccc2O[C@@H]1CN(C)C(=O)Nc1cccc2ccccc12	6.1
Cc1ccc(SCC(=O)Nc2ccccc2C(=O)N2CCOCC2)cc1	-5.2
COC(=O)CCCCCCC(=O)N/N=C/c1cc(Br)cs1	23.5
C[C@H]1CN([C@@H](C)CO)C(=O)c2cccc(NC(=O)Nc3ccccc3)c2O[C@H]1CN(C)C(=O)Nc1ccc(F)cc1	24.5
C[C@H]1CN([C@@H](C)CO)C(=O)c2cc(NC(=O)CCCN(C)C)ccc2O[C@H]1CN(C)Cc1ccc(C(F)(F)F)cc1	-1.4
C[C@H]1CN([C@@H](C)CO)C(=O)c2cc(NC(=O)Cn3cnnn3)ccc2O[C@@H]1CN(C)C(=O)Nc1ccc(C(F)(F)F)cc1	-4.8
C=CC1=C(C(=O)O)N2C(=O)[C@@H](NC(=O)/C(=N\OCC(=O)O)c3csc(N)n3)[C@H]2SC1	-1.2
O=C(NCc1ccc(S(=O)(=O)NCc2ccccc2)s1)c1ccccc1	-3.0
Cc1cc(N2C(=O)c3c(c(C)n(C)c3C)C2C(=O)NC2CCC(C)CC2)ccc1Br (stereo unspecified)	-5.0
COC(=O)c1ccc2nc[nH]c2c1	-19.5
COc1ccc(C(=O)CSc2nnc(-c3ccccc3Cl)n2-c2ccccc2)cc1	44.8
N#CC(C#N)=C(Nc1ccccc1Cl)SCc1cccc(F)c1	3.2
COC(=O)c1cc2oc3ccccc3c2n1Cc1nc(-c2ccccc2)oc1C	-6.7
CC12CC(c3cc(Br)cc(Br)c3O1)C(C(=O)c1ccccc1)C(=O)N2 (stereo unspecified)	-6.7
C[C@@H]1CN([C@H](C)CO)C(=O)Cc2cc(NC(=O)Cn3cnnn3)ccc2O[C@@H]1CN(C)C(=O)NC1CCCCC1	-12.8
C[C@@H]1CCCCO[C@H](CN(C)C(=O)Nc2ccc(C(F)(F)F)cc2)[C@@H](C)CN([C@H](C)CO)C(=O)c2cc(NC(=O)Nc3cccc4ccccc34)ccc2O1	7.9
Cc1ccc(S(=O)(=O)NCC(=O)Nc2ccc(C(F)(F)F)cc2)cc1	3.3
C[C@H]1CN([C@@H](C)CO)C(=O)c2cc(NC(=O)Nc3ccc(C(F)(F)F)cc3)ccc2O[C@H]1CN(C)S(=O)(=O)c1ccc(Cl)cc1	-1.8
Cc1cc(C(=O)Nc2cccc3c2O[C@H](CN(C)S(=O)(=O)c2ccccc2)[C@H](C)CN([C@H](C)CO)C3=O)n(C)n1	-5.0
CCOC(=O)c1c(NC(=O)Cn2c(=O)oc3ccccc32)sc(C(C)=O)c1C	47.4
COc1ccc(NC(=O)Nc2ccc3c(c2)C(=O)N([C@@H](C)CO)C[C@@H](C)[C@H](CN(C)S(=O)(=O)c2ccc(C)cc2)O3)cc1	-23.1
CCC(C(=O)NC(C)C)n1c2ccccc2c2nc(=O)cc(C)n21 (stereo unspecified)	-14.4
C[C@@H]1CN([C@@H](C)CO)C(=O)c2cccc(NC(=O)c3nc4ccccc4s3)c2O[C@@H]1CN(C)C(=O)Nc1ccccc1	17.4
C[C@@H]1CN([C@@H](C)CO)C(=O)c2cc(NC(=O)Nc3ccc4c(c3)OCO4)ccc2O[C@H]1CN(C)S(=O)(=O)c1cccs1	-13.0
C[C@H](CO)N1C[C@H](C)[C@H](CN(C)Cc2ccc(C(=O)Nc3ccccc3N)cc2)Oc2c(NC(=O)Nc3ccc(F)cc3)cccc2C1=O	2.8
C[C@H]1CN([C@@H](C)CO)C(=O)CCCn2nncc2CO[C@H]1CN(C)C(=O)Nc1ccccc1F	-26.7

An excerpt of these results, as labelled records:
> CCOC(=O)c1c(NC(=O)Cn2c(=O)oc3ccccc32)sc(C(C)=O)c1C
  ROS inducer: 47.4

> C[C@H]1CN([C@@H](C)CO)C(=O)CCCn2nncc2CO[C@H]1CN(C)C(=O)Nc1ccccc1F
  ROS inducer: -26.7

> C[C@@H]1CN([C@H](C)CO)C(=O)Cc2cc(NC(=O)Cn3cnnn3)ccc2O[C@@H]1CN(C)C(=O)NC1CCCCC1
  ROS inducer: -12.8

> C[C@H]1CN([C@@H](C)CO)C(=O)c2cc(NC(=O)Nc3ccc(C(F)(F)F)cc3)ccc2O[C@H]1CN(C)S(=O)(=O)c1ccc(Cl)cc1
  ROS inducer: -1.8

Exported bar-delimited: part of the list above.
SMILES | ROS inducer
Cc1ccc(S(=O)(=O)NCC(=O)Nc2ccc(C(F)(F)F)cc2)cc1 | 3.3
C[C@H]1CN([C@@H](C)CO)C(=O)CCCn2nncc2CO[C@H]1CN(C)C(=O)Nc1ccccc1F | -26.7
Cc1cc(C(=O)Nc2cccc3c2O[C@H](CN(C)S(=O)(=O)c2ccccc2)[C@H](C)CN([C@H](C)CO)C3=O)n(C)n1 | -5.0
CCC(C(=O)NC(C)C)n1c2ccccc2c2nc(=O)cc(C)n21 (stereo unspecified) | -14.4
CCOC(=O)c1c(NC(=O)Cn2c(=O)oc3ccccc32)sc(C(C)=O)c1C | 47.4

More records follow:
SMILES	ROS inducer
Cc1noc(C)c1NC(=O)N(C)C[C@@H]1Oc2ccc(NC(=O)Cc3ccccc3)cc2CC(=O)N([C@@H](C)CO)C[C@@H]1C	5.1
C=CCN1C(=O)[C@]2(O[C@H](CCO)[C@@H]([Si](C)(C)c3ccc(OC)cc3)[C@@H]2C)c2ccccc21	36.4
C[C@H]1CN([C@@H](C)CO)C(=O)c2cccc(NS(=O)(=O)c3ccc(F)cc3)c2O[C@@H]1CN(C)C(=O)NC1CCCCC1	-9.1
CN1C(=O)/C(=C\C=C\c2ccc(N(C)C)cc2)SC1=S	7.8
C[C@@H]1CN([C@H](C)CO)C(=O)CCCn2nncc2CO[C@H]1CN(C)Cc1ccc(-c2ccccc2)cc1	10.3
C[C@@H]1CN([C@@H](C)CO)C(=O)c2cccc(NC(=O)CCCCCC(=O)Nc3ccccc3N)c2O[C@@H]1CN(C)S(C)(=O)=O	6.1
O=C(c1ccccc1)N1N=C(c2ccccc2)CC1c1ccc2nccnc2c1 (stereo unspecified)	50.7
Cc1ccc2nc(-c3ccc(NC(=O)CN4CCN(C(=O)C5CCCO5)CC4)cc3)sc2c1 (stereo unspecified)	25.6
C[C@@H]1CN([C@H](C)CO)C(=O)c2cccc(NC(=O)C3CC3)c2O[C@H]1CN(C)Cc1ccccc1	15.1
C[C@H]1CN([C@@H](C)CO)C(=O)c2cc(NC(=O)Nc3ccc(F)cc3)ccc2O[C@H]1CN(C)Cc1ccc(C(F)(F)F)cc1	38.6
COc1ccc(S(=O)(=O)N(C)C[C@@H]2Oc3c(NC(=O)Nc4ccc(F)cc4)cccc3C(=O)N([C@@H](C)CO)C[C@@H]2C)cc1	2.1
C[C@H]1CN([C@@H](C)CO)C(=O)Cc2cc(NS(C)(=O)=O)ccc2O[C@@H]1CN(C)S(=O)(=O)c1cccs1	32.7
Cc1noc(C)c1S(=O)(=O)N(C)C[C@H]1Oc2c(cccc2N(C)C)C(=O)N([C@@H](C)CO)C[C@H]1C	-6.4
Cc1ccc(CNC(=O)C2CC(=O)N(CCC(C)C)C2)cc1 (stereo unspecified)	-8.0
C[C@@H]1CN([C@@H](C)CO)C(=O)Cc2cc(N(C)C)ccc2O[C@@H]1CN(C)Cc1ccc(-c2ccccc2)cc1	22.2
O=C(c1cnn2ccccc12)N1CCCc2ccccc21	-10.4
C[C@@H]1CN([C@H](C)CO)C(=O)Cc2cc(NC(=O)Nc3ccc(C(F)(F)F)cc3)ccc2O[C@@H]1CN(C)C(=O)Nc1ccccc1	36.9
Cc1ccc(S(=O)(=O)Nc2ccc3c(c2)C(=O)N([C@H](C)CO)C[C@H](C)[C@H](CN(C)CC2CCCCC2)O3)cc1	38.4
CN(C)CCN(C(=O)c1ccc(Br)cc1)c1nc2ccc(Cl)cc2s1	-6.3
CCC(Oc1ccccc1)C(=O)Nc1cccc(NC(C)=O)c1 (stereo unspecified)	-8.4
COc1cccc(OCC(=O)Nc2ccc(-c3nc4ccccc4o3)cc2)c1	-1.9
C[C@H]1CN([C@@H](C)CO)C(=O)Cc2cc(N(C)C)ccc2O[C@@H]1CN(C)Cc1ccc(C(=O)O)cc1	112.6*
COc1ccc(S(=O)(=O)Nc2ccc3c(c2)CC(=O)N([C@@H](C)CO)C[C@H](C)[C@@H](CN(C)C(=O)NC(C)C)O3)cc1	23.0
CC(Oc1ccc(C(=O)Nc2ccc(Cl)cc2)cc1)C(=O)Nc1ccc(Br)cc1 (stereo unspecified)	15.6
Cn1c(=O)c2c(nc(SCC(=O)Nc3ccc(N4CCOCC4)c(Cl)c3)n2C)n(C)c1=O	-0.6
C[C@@H]1CN([C@@H](C)CO)C(=O)c2cccc(NC(=O)C3CC3)c2O[C@H]1CN(C)S(=O)(=O)c1cn(C)cn1	-1.0
Cc1noc(C)c1NC(=O)N(C)C[C@H]1Oc2ccc(NC(=O)CCCCCC(=O)Nc3ccccc3N)cc2CC(=O)N([C@@H](C)CO)C[C@H]1C	30.4
CCCCn1c2c(c3ccccc31)CCc1nonc1-2	-1.4
C[C@@H]1CN([C@H](C)CO)C(=O)c2cccc(NC(=O)CCCCCC(=O)Nc3ccccc3N)c2O[C@H]1CN(C)Cc1ccc(-c2ccccc2)cc1	125.7*
C[C@@H]1CN([C@@H](C)CO)C(=O)Cc2cc(NC(=O)Cc3cn(C)c4ccccc34)ccc2O[C@@H]1CN(C)C(=O)Nc1ccc(F)cc1	1.9
Cc1noc(C)c1S(=O)(=O)Nc1ccc2c(c1)C(=O)N([C@H](C)CO)C[C@H](C)[C@H](CN(C)C(=O)Nc1cccc3ccccc13)OCCCC[C@@H](C)O2	48.3
COc1cc(NC(=O)CN(C)S(=O)(=O)c2ccc(C)cc2)c(OC)cc1Cl	4.6
COc1ccc(CN(C)C[C@@H]2Oc3ccc(NC(=O)Nc4ccc(F)cc4)cc3CC(=O)N([C@H](C)CO)C[C@H]2C)cc1	33.4
Cc1ccccc1S(=O)(=O)N(C)C[C@@H]1OCc2cn(nn2)CCCC(=O)N([C@H](C)CO)C[C@@H]1C	-0.2
CCOC(=O)c1cc(C(C)(C)C)n(-c2ccc(N3CCOCC3)cc2)c1C	10.5
C[C@H](CO)N1C[C@H](C)[C@H](CN(C)Cc2ccncc2)Oc2ccc(NC(=O)NC3CCCCC3)cc2CC1=O	41.7
CC(C)NC(=O)Nc1cccc2c1O[C@H](CN(C)Cc1ccc(-c3ccccc3)cc1)[C@@H](C)CN([C@@H](C)CO)C2=O	35.3
Cc1cc(C(=O)Nc2cccc3c2O[C@H](CN(C)C(=O)Nc2cccc4ccccc24)[C@@H](C)CN([C@@H](C)CO)C3=O)n(C)n1	-9.0
COc1ccccc1CNC(=O)C1CCCN(S(=O)(=O)c2ccc(C)cc2)C1 (stereo unspecified)	5.2
O=C(CSC(=S)N1CCSCC1)c1ccccc1	-5.6
CC(C)(C)c1cn(-c2ccc(F)cc2)c(=S)[nH]1	-9.4
CNC[C@H]1Oc2c(NS(=O)(=O)c3cn(C)cn3)cccc2C(=O)N([C@@H](C)CO)C[C@H]1C	0.0
CNC[C@@H]1Oc2ccc(NC(=O)Nc3c(C)noc3C)cc2C(=O)N([C@H](C)CO)C[C@@H]1C	-8.5
CCCCC(=O)Oc1cc(-c2ccccc2)c2oc(=O)sc2c1	5.3

Some of the compounds tested (hit frequency here may not be typical).
